Source: PubChem BioAssay (several laboratories)
ERa coact pot = enhancers of ERα–SRC-1 coactivator binding, primary screen, biochemical, TR-FRET, ERα LBD, low estradiol. coactivator binding (% of control), % at 25.6 µM. AID 639, 2007. Estrogen receptor (Homo sapiens), P03372. TR-FRET ERalpha-LBD/SRC-Cy5 coactivator binding, 2 h; 100 = basal binding, no effect. 86,000 tested, 1.3% active; in the data active = activity above about 200%;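 also: binding measured in presence of low estradiol as agonist stimulus; 0% = peptide alone without receptor and 100% = receptor with peptide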
CYP2C19 activ = human CYP2C19 activators, primary screen, biochemical, luminescence; activation factor at 5 µM; Cytochrome P450 2C19 (Homo sapiens), P33261; AID 1025, 2008; 96,000 tested, under 10 active; recombinant CYP2C19, luciferin-H EGE luminescence; active compounds read high; 0 = fully inhibited enzyme, 1 = untreated enzyme;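 active = activation factor of at least 2 at 5 µM in the primary screen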;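 also: 0 = wells with 2.5 mM tranylcypromine and 1 = vehicle-only wells; values of inactives mirror those of a sister screen read the other way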
CYP2C19 inh = blockers of cytochrome P450 2C19 activity – biochemical, luminescence, ADME assay, primary screen; P33261; CYP2C19 Supersomes, luciferin-H EGE luminescence, 30 min; inhibition, % at 5 µM; 96,000 tested, 21% active; AID 778, 2007;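 active = CYP2C19 inhibition above a set limit at 5 µM in the primary screen, cut at about 50% in these data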;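 also: plate controls were negative control wells for no effect and 2.5 mM tranylcypromine positive control for full effect; values of inactives mirror those of a sister screen read the other way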
ERa coact inh = ERα–SRC-1 coactivator interaction inhibitors, primary screen, biochemical, TR-FRET, ERα LBD, estradiol-bound; inhibition, % at 25.6 µM; TR-FRET ER-alpha LBD / SRC-1 peptide; AID 629, 2007; 86,000 tested, 1.7% active; in the data active = inhibition above about 50%;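 also: 0% = receptor plus peptide control and 100% = peptide only without receptor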
H69AR growth 86K = proliferation blockers of H69AR lung cancer cells, primary screen, cell-based, human, 86K library. viability, % at 10 µM. H69AR lung tumor viability, ATP luminescence, 72 h; active compounds read low. AID 598, 2007. 85,000 tested, 6% active;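 active = viability at or below 40%; inactive = viability above 40%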;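 also: multidrug resistant small cell line overexpressing MRP-1 efflux transporter; 100% = mean luminescence of untreated control wells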
Fibroblast inh = antiproliferative effect on LL 47 fibroblasts – human, LL 47 cells, CellTiter-Glo luminescence, primary screen; LL 47 human lung fibroblast viability, ATP luminescence; active compounds read low; viability, % at 10 µM; 85,000 tested, 1.1% active; AID 719, 2007;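 active = viability at or below 50% in the single dose screen; inactive = viability above 50%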;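 also: compound exposure lasted 72 h before the ATP readout; 100% = median luminescence of untreated cell-only wells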
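Material: Human LL 47 lung fibroblast cells | Input: 1,150 cells/well | Buffer or medium: IMEM plus 15% FBS | Compound dosing: 0.1% DMSO in all compound wells | Times: Overnight cell rest, 72 h compound treatment at 37 °C | Signal: CellTiter-Glo luminescence measuring cellular ATP | Measure: % viability versus median cells-only luminescence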
CD11b adhes inh = inhibitors of CD11b/CD18 adhesion to fibrinogen, primary screen, K562 cells, luminescence | Integrin beta-2 (Homo sapiens) + Integrin alpha-M (Homo sapiens), P05107+P11215 | ATPlite luminescence; Mn2+ added to activate the integrin | inhibition, % at 10 µM | 93,000 tested, 0.54% active | AID 1497, 2009;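 active = primary inhibition of 50% or more at 10 µM, then 40% or more on retest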; also: some results filed as inactive read as strong as hits
Target sequence (P05107 whole entry, looked up, other chains not shown): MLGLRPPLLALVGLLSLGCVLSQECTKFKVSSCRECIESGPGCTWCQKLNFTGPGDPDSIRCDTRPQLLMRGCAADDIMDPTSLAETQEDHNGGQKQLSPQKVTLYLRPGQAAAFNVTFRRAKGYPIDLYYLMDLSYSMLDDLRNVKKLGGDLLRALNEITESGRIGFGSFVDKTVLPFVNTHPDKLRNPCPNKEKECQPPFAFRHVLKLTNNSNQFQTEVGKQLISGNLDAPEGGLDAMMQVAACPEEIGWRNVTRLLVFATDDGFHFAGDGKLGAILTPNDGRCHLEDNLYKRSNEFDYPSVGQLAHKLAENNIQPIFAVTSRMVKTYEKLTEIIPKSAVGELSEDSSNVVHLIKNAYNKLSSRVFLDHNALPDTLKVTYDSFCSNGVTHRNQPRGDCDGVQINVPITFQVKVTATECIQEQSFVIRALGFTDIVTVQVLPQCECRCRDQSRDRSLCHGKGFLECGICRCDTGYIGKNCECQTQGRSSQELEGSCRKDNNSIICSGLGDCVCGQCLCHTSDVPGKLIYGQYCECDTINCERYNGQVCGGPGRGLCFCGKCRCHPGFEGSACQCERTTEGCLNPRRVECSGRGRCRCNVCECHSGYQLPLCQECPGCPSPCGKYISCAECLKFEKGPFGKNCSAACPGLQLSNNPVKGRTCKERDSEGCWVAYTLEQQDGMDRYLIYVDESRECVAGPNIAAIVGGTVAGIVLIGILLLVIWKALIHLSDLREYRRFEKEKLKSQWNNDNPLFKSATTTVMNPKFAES
HUVEC inhibit = inhibitors of HUVEC proliferation, primary screen, cell-based, 384-well; viability, % at 10 µM (by protocol); CellTiter-Glo luminescence, 72 h; active compounds read low; 86,000 tested, 1.1% active;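 active = viability at or below 30%; inactive = viability above 30%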;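 also: 100% = median luminescence of DMSO-only cell control wells on each plate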
Mac1 fbg enh = enhancers of CD11b/CD18 adhesion to fibrinogen, primary screen, K562 cells, luminescence; Integrin beta-2 (Homo sapiens) + Integrin alpha-M (Homo sapiens), P05107+P11215; ATPlite luminescence; activation, % at 10 µM; 93,000 tested, 0.07% active;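 active = 10 µM primary screen giving 50% or more activity, confirmed by 40% or more on retest at that dose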; also: strong numbers were not always called active
Numbers without * were called inactive; nt = not tested or not shown; [ ] = dose if it differs, or a comment.

1: O=C(O)C1C2CCC(C2)C1C(=O)NCCCn1ccnc1 (stereo not drawn)
2: O=C(Nc1cccnc1)c1cc(-c2ccc3c(c2)OCO3)on1
3: CNC(=O)CSc1nnc(-c2ccc(S(=O)(=O)N3CCCC3)cc2)n1-c1cccc(C)c1C
4: CCc1cccc(NC(=O)CS(=O)Cc2nc(-c3ccc(C)cc3)oc2C)c1 (stereo not drawn)
5: COC(C(=O)Nc1ccc(S(=O)(=O)N2CCCCC2)cc1)c1ccccc1 (stereo not drawn)
6: O=C(CSc1nnc(-c2ccccn2)n1Cc1ccccc1)N1CCCC1
7: CC1=C(C(=O)Nc2ccccn2)C(c2ccc(F)cc2)n2ncnc2N1 (stereo not drawn)
8: CCc1[nH]nc2c1C1(CCN(C(=O)c3ccccc3)CC1)C(C#N)=C(N)O2

Compound	1	2	3	4	5	6	7	8
ERa coact pot	nt	405*	89	107	112	115	132	110
CYP2C19 activ	0.2	1	0.8	0.2	0.5	0.9	0.7	0.5
CYP2C19 inh	79*	3	18	77*	46	13	33	45
ERa coact inh	nt	29[fluorescence artefact?]	-1	2	4[fluorescence artefact?]	-3	-3	0
H69AR growth 86K	nt	93	67	98	92	93	87	92
Fibroblast inh	nt	92	88	99	90	99	95	111
CD11b adhes inh	8	13	-5	9	-39	-36	-9	-9
HUVEC inhibit	nt	88	78	93	86	97	82	115
Mac1 fbg enh	-3	3	3	6	-2	-6	-3	-8

9: COc1ccc(CCNC(=O)c2c(O)c3cccc4c3n(c2=O)CC4)cc1OC
10: CCCCCOC(=O)CSc1nc2c(c(=O)[nH]c(=O)n2C)n1CCc1ccccc1
11: Fc1ccc(-c2csc3nnc(SCc4cccnc4)n23)cc1
12: O=C(NCc1ccccc1)C1C(=O)N(Cc2ccccc2)C(=O)C1C1(O)CCCC1 (stereo not drawn)
13: COC(=O)CNC(=O)CN1C(=O)N(c2cccc(Cl)c2)C(N(O)C(=O)Nc2cccc(Cl)c2)C1(C)C (stereo not drawn)
14: COc1ccc(CN2C3CCCC2CC(NC(=O)Nc2ccccc2C)C3)cc1 (stereo not drawn)
15: Cc1cccc(NC2=NCC(=O)N2Cc2ccccc2)c1
16: CCn1nc(CC(=O)Nc2ccc(-n3cnnn3)c(OC)c2)c2ccccc2c1=O

Compound	9	10	11	12	13	14	15	16
ERa coact pot	126	101	102	100	98	97	87	93
CYP2C19 activ	0.4	0.8	0.2	0.1	0.8	nt	0.7	0.8
CYP2C19 inh	55*	22	83*	92*	17	nt	34	19
ERa coact inh	11[fluorescence artefact?]	-26	16	-4	-4	19	9	-3
H69AR growth 86K	98	96	89	109	91	62	103	90
Fibroblast inh	97	99	97	100	103	87	107	98
CD11b adhes inh	-1	-6	-4	-3	12	nt	nt	-3
HUVEC inhibit	127	88	102	92	94	90	85	92
Mac1 fbg enh	-1	-1	-2	1	1	nt	nt	-3

17: Cc1ccccc1N1CCN(S(=O)(=O)c2ccccc2)CC1
18: COc1ccc(C(CC(=O)NCCCN2CCOCC2)NS(=O)(=O)c2ccc(C)cc2)cc1 (stereo not drawn)
19: CCOc1ccc(C(=O)SC2=NCCS2)cc1
20: O=C(CCCn1c(=O)[nH]c2cc(Cl)ccc2c1=O)NCCC1=CCCCC1
21: O=C(CSC1=NCCN1)C1COc2ccccc2O1 (stereo not drawn)
22: O=C(CN1CCOCC1)Nc1cccc(Br)c1
23: COc1cccc(-n2nnc3c(=O)n(Cc4cccc(F)c4)cnc32)c1
24: CCn1c(NC2CCCCC2)nc2ccccc21

Compound	17	18	19	20	21	22	23	24
ERa coact pot	86	111	110	130	110[fluorescence artefact?]	106	269*	104
CYP2C19 activ	nt	1.1	0.8	1	0.4	0.9	0.6	0.9
CYP2C19 inh	nt	-11	22	5	61*	7	38	13
ERa coact inh	-8	5	14	14[fluorescence artefact?]	-3	-14[fluorescence artefact?]	19	-7
H69AR growth 86K	99	106	98	87	75	95	94	85
Fibroblast inh	nt	103	98	119	95	103	96	97
CD11b adhes inh	nt	-7	9	3	-15	-11	3	5
HUVEC inhibit	59	98	84	88	80	91	98	94
Mac1 fbg enh	nt	4	1	-3	-2	0	-3	2

25: c1ccc(-c2noc(-c3ccccc3-c3ccccc3)n2)cc1
26: CC(C)c1nc2oc3c(N4CCN(C)CC4)ncnc3c2c2c1CCC2
27: O=C1Cc2ccccc2Sc2ccccc21
28: COC(=O)c1[nH]c2ccc(C)cc2c1NC(=O)CN1CCN(C(=O)c2ccccc2)CC1
29: COc1ccc(CNC(=O)CN2C(=O)C(C)N(c3ccc(C)cc3)C2=O)cc1 (stereo not drawn)
30: Nn1c(Cc2cccc3ccccc23)nnc1SC1CCOC1=O (stereo not drawn)
31: COC(=O)c1sc(S(=O)(=O)N2CCC(C(=O)O)CC2)c(C(=O)OC)c1C
32: CN(C)CCCN(C(=O)c1cccs1)c1nc(-c2ccccc2)cs1

Compound	25	26	27	28	29	30	31	32
ERa coact pot	107	373*[fluorescence artefact?]	nt	90[fluorescence artefact?]	103	133	nt	97
CYP2C19 activ	1.1	0.8	0.9	0.6	0.1	0.4	1	0.1
CYP2C19 inh	-6	22	11	36	94*	55*	3	92*
ERa coact inh	-8	34	nt	-11	-5	16	nt	-5
H69AR growth 86K	72	34*	nt	77	108	90	nt	52
Fibroblast inh	95	91	nt	95	98	95	nt	84
CD11b adhes inh	11	2	-11	-4	-8	-3	9	19
HUVEC inhibit	101	73	nt	83	97	92	nt	82
Mac1 fbg enh	-6	34	-3	-1	-2	-2	0	2

33: O=[n+]1c2c(n([O-])c3c1CCCC3)CCCCC2
34: Cc1nn(-c2ccccc2)c(C)c1/C=N\NS(=O)(=O)c1ccc(Cl)cc1
35: O=C(NCc1nc2ccccc2[nH]1)c1ccco1
36: Cc1ccc(N2C(=O)C3C(c4ccccc4)(C2=O)C3(c2ccccc2)c2ccccc2)cc1 (stereo not drawn)
37: O=C(OCC#CCSc1nnc(-c2ccccc2)o1)c1ccco1
38: CCCC(=O)NC(NC(=S)Nc1c(C)n(C)n(-c2ccccc2)c1=O)C(Cl)(Cl)Cl (stereo not drawn)
39: CCN1C(c2ccc(F)cc2)=CS/C1=C(\C#N)c1nnc2n1-c1ccccc1SC2
40: CCOC(=O)c1ccc(NCc2nc3ccccc3n2C)cc1

Compound	33	34	35	36	37	38	39	40
ERa coact pot	107	nt	116	nt	131	nt	85	89
CYP2C19 activ	1	0	0.8	0.9	0.1	0.9	0.7	0.8
CYP2C19 inh	2	98*	22	8	88*	6	29	17
ERa coact inh	-7	nt	-2	nt	4	nt	-6	-6
H69AR growth 86K	95	nt	96	nt	76	nt	70	96
Fibroblast inh	102	nt	96	nt	100	nt	96	99
CD11b adhes inh	3	5	-23	-2	4	-50	-14	8
HUVEC inhibit	96	nt	93	nt	97	nt	112	93
Mac1 fbg enh	-1	0	16	3	0	1	8	-4

A draw from above in order of SMILES length, highest first.
13: COC(=O)CNC(=O)CN1C(=O)N(c2cccc(Cl)c2)C(N(O)C(=O)Nc2cccc(Cl)c2)C1(C)C (stereo not drawn)
26: CC(C)c1nc2oc3c(N4CCN(C)CC4)ncnc3c2c2c1CCC2
25: c1ccc(-c2noc(-c3ccccc3-c3ccccc3)n2)cc1

Compound	13	26	25
ERa coact pot	98	373*[fluorescence artefact?]	107
CYP2C19 activ	0.8	0.8	1.1
CYP2C19 inh	17	22	-6
ERa coact inh	-4	34	-8
H69AR growth 86K	91	34*	72
Fibroblast inh	103	91	95
CD11b adhes inh	12	2	11
HUVEC inhibit	94	73	101
Mac1 fbg enh	1	34	-6

The list continues.
41: O=C(Cc1cccs1)Nc1nncs1
42: Cn1cc(SCC(N)=O)c2ccccc21
43: O=C(c1nn2cccnc2c1Cl)N1CCN(c2ccccc2)CC1
44: CCCn1c(SCC(=O)NCCc2ccc(OC)c(OC)c2)nc2c1c(=O)n(C)c(=O)n2C
45: CN1C(=O)/C(=C2/C=Cc3ccccc3N2CCCS(=O)(=O)O)SC1=S
46: CC(C)(C)c1nc(NCCN2CCOCC2)c2nnn(Cc3ccccc3Cl)c2n1
47: Cn1nnc2cc(C(=O)NC3CC3)ccc21
48: CN(C)c1ccc(NC(=O)c2cn(-c3ccccc3)nc2-c2cccs2)cc1

Compound	41	42	43	44	45	46	47	48
ERa coact pot	64[fluorescence artefact?]	94[fluorescence artefact?]	121	120[fluorescence artefact?]	122[fluorescence artefact?]	116	107	79[fluorescence artefact?]
CYP2C19 activ	1.1	1	nt	0.9	0.8	0.9	1.2	0.7
CYP2C19 inh	-11	3	nt	7	23	7	-23	31
ERa coact inh	39	5	3	3	-27[fluorescence artefact?]	-4	0	7[fluorescence artefact?]
H69AR growth 86K	91	98	104	85	94	79	108	90
Fibroblast inh	101	90	95	101	94	91	97	103
CD11b adhes inh	-16	4	nt	-3	-15	0	11	-17
HUVEC inhibit	114	97	91	82	86	100	101	101
Mac1 fbg enh	11	-4	nt	-3	0	3	-3	6

49: Cc1cc2c(ccc3c2no[n+]3[O-])nn1
50: Cc1cccc(CCNS(=O)(=O)c2ccc3c(c2)oc(=O)n3C)c1
51: COc1ccc(NC(=O)NCc2ccncc2)c(OC)c1
52: Clc1ccccc1C1=Nn2c(nnc2-c2ccncc2)SC1
53: CCC(C)[C@H](NC(=O)OC(C)(C)C)C(=O)N/N=C/C1=Cc2ccccc2OC1 (stereo partly drawn)
54: O=C(NC(Cc1ccccc1)c1ccc2c(c1)OCCCO2)c1ccc(F)cc1 (stereo not drawn)
55: COCCNC(=O)Cn1c(=O)n(C)c2ccccc21
56: O=C(Cn1c(=O)oc2cc(S(=O)(=O)N3CCCC3)ccc21)N1CCCC1
57: CC(C)(C)OC(=O)NNC1CC(=O)N(c2ccccc2F)C1=O (stereo not drawn)
58: COc1cccc(Cn2c(NCc3ccccn3)nc3c2c(=O)n(C)c(=O)n3C)c1
59: Cn1c(=O)n(C)c2cc(NC(=O)CCl)ccc21

Compound	49	50	51	52	53	54	55	56	57	58	59
ERa coact pot	96	105[fluorescence artefact?]	112	108	108[fluorescence artefact?]	nt	100	119	nt	118	107
CYP2C19 activ	1	0.1	0.6	0.4	1	0.4	1	0.9	0.9	nt	0.9
CYP2C19 inh	-2	89*	40	61*	-4	64*	-3	9	7	nt	6
ERa coact inh	18	6	4	-3	-4	nt	-6	-5	nt	-18	-6
H69AR growth 86K	37*	95	98	76	85	nt	99	94	nt	68	1.5*
Fibroblast inh	92	100	104	100	80	nt	94	95	nt	100	42*
CD11b adhes inh	-1	nt	nt	-7	-5	18	10	4	-5	nt	-24
HUVEC inhibit	99	92	96	83	91	nt	97	103	nt	101	54
Mac1 fbg enh	-2	nt	nt	-3	1	-2	-5	-1	0	nt	-4
